# Screening results from PubChem BioAssay.
# cln2 rad14 = NCI yeast anticancer drug screen, S. cerevisiae cln2 rad14 strain. % growth inhibition at 50 µM. 78,000 compounds, 8.3% hits;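 note: 0% = growth of vehicle-only cultures of the same strain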
#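 Yeast carrying cln2 and rad14 alterations (cell cycle control and DNA damage repair) were exposed to compounds. Growth inhibition was measured against vehicle-treated controls.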
# yeast mec2-1 = NCI yeast anticancer drug screen, S. cerevisiae mec2-1 strain; 79,000 compounds, 9% hits; AID 157; growth inhibition, % at 50 µM;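 note: 0% = growth of vehicle-only cultures of the same strain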
#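 Growth inhibition is read against vehicle-treated controls after compound exposure of the mec2-1 yeast strain, which is defective in DNA damage repair or cell cycle control.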
# mlh1 rad18 = NCI yeast anticancer drug screen, S. cerevisiae mlh1 rad18 strain. 79,000 compounds, 11% hits. growth inhibition, % at 50 µM;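 note: 0% = growth of vehicle-only cultures of the same strain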
#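 Compound-treated yeast growth, normalised to vehicle controls. Strain bears defined DNA repair mutations.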
# bub3 = NCI yeast anticancer drug screen, S. cerevisiae bub3 mutant strain | growth inhibition, % at 50 µM | 78,000 compounds, 9.9% hits;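 note: 0% = growth of vehicle-only cultures of the same strain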
#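 Mutant yeast screening strain plus compound; vehicle-treated cultures serve as the 0% inhibition reference.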
# sgs1 mgt1 = NCI yeast anticancer drug screen, S. cerevisiae sgs1 mgt1 strain | % growth inhibition at 50 µM | 78,000 compounds, 10% hits | AID 161;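 note: 0% = growth of vehicle-only cultures of the same strain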
#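 Read-out: growth inhibition vs vehicle controls. Cells: mutant yeast strain deficient in DNA damage repair.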
# yeast rad50 = NCI yeast anticancer drug screen, S. cerevisiae rad50 strain | growth inhibition, % at 50 µM | AID 155 | 79,000 compounds, 10% hits;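 note: 0% = growth of vehicle-only cultures of the same strain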
#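 DNA repair mutant yeast, compound exposure, growth read-out; inhibition is taken relative to vehicle.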
# * marks the source's active call; other numbers are inactive results; & = joins results of further samples. Cut-off read from the data, not from the text of the source: active = growth inhibition above about 70%; inactive = the rest.
entry	structure	cln2 rad14	yeast mec2-1	mlh1 rad18	bub3	sgs1 mgt1	yeast rad50
1	COc1ccc(/C=N/NC(=O)c2ccc(N)cc2)cc1	-16	3	9	22	14	-2
2	CC1(C)C(C(=O)/C=C2\Nc3ccccc3C2(C)C)=Nc2ccccc21	-27	-6	-8	-29	-2	-20
3	CC(C)C1(C)C(C#N)(C#N)C1(C#N)C#N	48	91*	96*	92*	96*	80*
4	N/C(=N/N=C/c1ccc2ccccc2n1)NO	3	-1	7	0	-17	5
5	CN(C)c1ccc(-c2cc(C(=O)O)c3cc(I)ccc3n2)c(Cl)c1	51	31	36	46	36	46
6	N#CCCOC1C(OCCC#N)C(OCCC#N)C(OCCC#N)C(OCCC#N)C1OCCC#N (stereo not drawn)	18	-23	16	28	8	-14
7	C=CCc1cccc(C)c1O	14	-16	20	-3	20	19
8	O=C1c2ccccc2-c2cc(Cl)c(Cl)cc21	17	2	-22	-2	14	13
9	c1ccc(NN(Cc2cnccn2)c2ccccc2)cc1	-30	-3	-12	-56	-25	10
10	COC(=O)/C(=C/c1ccc(/C=C(/C(=O)O)c2ccc(OC)cc2)o1)c1ccccc1	12	11	31	2	-4	8
11	O=C(CC(=O)N1N=C(n2ccc3ccccc32)CC1c1ccccc1)Nc1cccc(Cl)c1 (stereo not drawn)	12	-15	-6	-4	-12	-36
12	NC(CCCCNCc1ccccc1)C(=O)O (stereo not drawn)	5	4	13	10	-1	13
13	OCCN(CO)CO	15	-6	-12	4	-3	-15
14	NCCC1([N+](=O)[O-])CCNCC1	-15	-7	15	-5	-6	2
15	NNC(=O)CC(=O)Nc1ccc(S(=O)(=O)c2ccc(NC(=O)CC(=O)NN)cc2)cc1	30	13	-1	25	19	17
16	O=C1CN(c2ccc(Cl)cc2)C(=O)CN1NCNN1CC(=O)N(c2ccc(Cl)cc2)CC1=O	1	8	1	-17	-2	-16
17	CCOC(=O)C(CCC(C)C)C(=O)OCC	-53	8	3	5	-10	-8
18	CN1CCS(=O)(=O)CC1	-3	-40	5	2	-18	5
19	CCCC(/C(C)=N/NC(N)=O)C1CCCCC1 (stereo not drawn)	1	7	2	-5	-3	14
20	CC1(C)CCC2(C(=O)OC3OC(CO)C(O)C(O)C3O)CCC3(C)C(=CCC4C5(C)CCC(OC6OC(CO)C(O)C(O)C6O)C(C)(C)C5CCC43C)C2C1 (stereo not drawn)	3	11	-64	-29	-6	2

# In a second layout: results already given.
15. NNC(=O)CC(=O)Nc1ccc(S(=O)(=O)c2ccc(NC(=O)CC(=O)NN)cc2)cc1
10. COC(=O)/C(=C/c1ccc(/C=C(/C(=O)O)c2ccc(OC)cc2)o1)c1ccccc1
3. CC(C)C1(C)C(C#N)(C#N)C1(C#N)C#N
17. CCOC(=O)C(CCC(C)C)C(=O)OCC
compound no.	15	10	3	17
cln2 rad14	30	12	48	-53
yeast mec2-1	13	11	91*	8
mlh1 rad18	-1	31	96*	3
bub3	25	2	92*	5
sgs1 mgt1	19	-4	96*	-10
yeast rad50	17	8	80*	-8

# The list continues.
entry	structure	cln2 rad14	yeast mec2-1	mlh1 rad18	bub3	sgs1 mgt1	yeast rad50
21	CCOC(CC#CC(=O)N(C)C)OCC	-4	5	23	22	-3	-7
22	CCCCNC(N)=O	-38	-36	-9	-2	-22	-21
23	CCCCCCCCCCCCCCCC(=O)N=C(C(N)=O)C(N)=O	-54	-35	-20	-23	-15	4
24	NNS(=O)(=O)Cc1ccccc1	-2	14	19	-4	3	-13
25	COC(=O)C(C(=O)C(=O)Nc1ccc(C)cc1C)c1csc(-n2nc(-c3ccccc3)cc2-c2ccccc2)n1 (stereo not drawn)	19	-35	4	43	-2	-17
26	C=CC(OC(C)=O)c1ccc(OC(=O)C(C)C)c(OC)c1 (stereo not drawn)	3	-41	-50	-16	-33	-5
27	O=C1C=CC(=C(c2ccccc2)c2ccccc2)C=C1	-29	-16	-18	-5	11	14
28	CCCNCCCC(NC(C)=O)C(=O)NCc1ccccc1 (stereo not drawn)	9	-18	-26	-6	-20	7
29	O=C(C(c1ccccc1)c1ccccc1)N(CCO)c1ccccc1	-10	-29	-1	-5	-4	-12
30	O=C(Nc1ccccc1)Nc1ccccn1	30	17	16	-7	17	66
31	FC(F)(F)c1ccc2c(c1)N(CCCCl)c1ccccc1S2	-22	-10	-13	25	-10	-9
32	COc1ccc(C(=O)C2CCC(C(=O)O)C2)cc1 (stereo not drawn)	-6	-28	-13	-22	-5	-25
33	COc1cc2nc(Sc3c([N+](=O)[O-])ncn3C)[nH]c2cc1OC	-23	-33	-46	-44	-30	-42
34	Fc1cc(F)c2c(c1)Nc1cc(F)cc(F)c1S2	-14	22	13	23	5	28
35	c1ccc(CN(CCCOc2ccccc2)Cc2ccccc2)cc1	72*	30	80*	80*	76*	56
36	Nc1ccc(C2CCC[C@H]2c2ccc(N)cc2)cc1 (stereo partly drawn)	40	47	49	59	53	49
37	O=C(O)c1cccnc1Cl	14	-4	-4	4	-10	10
38	CC[n+]1ccc(-c2ccccc2)o1	27	13	-5	28	2	4
39	CCOC(=O)O/C(C)=C\c1ccccc1OC	17	-1	12	-23	-5	1
40	Cc1ccc(CNC(=O)Nc2cccc(Cl)c2)cc1C	1	16	5	17	7	6

# Ordered by SMILES length (low to high): some entries from above.
entry	structure	cln2 rad14	yeast mec2-1	mlh1 rad18	bub3	sgs1 mgt1	yeast rad50
37	O=C(O)c1cccnc1Cl	14	-4	-4	4	-10	10
24	NNS(=O)(=O)Cc1ccccc1	-2	14	19	-4	3	-13
39	CCOC(=O)O/C(C)=C\c1ccccc1OC	17	-1	12	-23	-5	1
32	COc1ccc(C(=O)C2CCC(C(=O)O)C2)cc1 (stereo not drawn)	-6	-28	-13	-22	-5	-25

# Later entries:
entry	structure	cln2 rad14	yeast mec2-1	mlh1 rad18	bub3	sgs1 mgt1	yeast rad50
41	CC/C(=N\NS(=O)(=O)c1ccc(C)cc1)c1ccc(Br)cc1	-7	-7	3	-4	-2	27
42	CCCCCCCCC(C)c1ccccc1O (stereo not drawn)	99*	100*	99*	99*	99*	100*
43	C[Si](C)(C)N1N=NC2C(=O)N(c3ccccc3)C(=O)C21 (stereo not drawn)	0	0	-7	0	-13	-10
44	CCOC(=O)c1c(F)c(F)c(Oc2c(F)c(F)c(F)c(F)c2F)c(F)c1F	-21	0	-5	-2	-17	-18
45	O=C1C=CC2=C3c4cc(O)c(O)cc4CC3(O)COC2=C1O (stereo not drawn)	-7	-45	-32	-6	-9	-41
46	CC(=O)N1C(=O)c2cccc([N+](=O)[O-])c2C1=O	7	-12	11	-22	-10	-2
47	CCOC(=O)NC(Nc1cccc(C(F)(F)F)c1)(C(F)(F)F)C(F)(F)F	8	-10	-3	-16	-38	1
48	COc1ccc2c(c1)C(c1ccc3ccccc3c1)OC2=O (stereo not drawn)	31	13	25	24	3	29
49	N#Cc1ccc(N=NN2CCOC2)cc1	8	11	45	23	-1	21
50	Nc1cc([N+](=O)[O-])ccc1C(=O)O	-3	0	-14	3	-11	15
51	COC(=O)C1CC(O)CC(C(=O)OC)O1 (stereo not drawn)	15	11	-18	-11	2	6
52	CCOC(=O)/C(=C\c1ccccc1Cl)C(C)=O	99*	99*	100*	99*	99*	99*
53	Cc1ccc(N2CCN(c3ccc(C)cc3)C2=C2N(c3ccc(C)cc3)CCN2c2ccc(C)cc2)cc1	34	20	20	37	56	79*
54	O=C1Oc2ccccc2/C1=C/c1cc2c(cc1[N+](=O)[O-])OCO2	22	37	23	8	-1	21
55	O=C(O)/C=C/c1ccc2c(c1)CCC2	24	18	42	51	48	29
56	COc1ccc(C(CNC(=O)Cc2ccc(Oc3cc(CC(=O)NCC(OC)c4ccc(OC)c(OC)c4)ccc3OC)cc2)OC)cc1OC (stereo not drawn)	-20	-18	13	7	-10	-6
57	COC(=O)Cc1nc2ccccc2o1	38	9	32	59	21	36
58	Cc1ccc2c(c1)CC(CBr)O2 (stereo not drawn)	6	-61	-27	-61	-28	-25
59	CC(C)CC(NC(=O)OC(C)(C)C)C(=O)NC(CCOCc1ccccc1)C(N)=O (stereo not drawn)	18	-19	-3	-1	-14	-4
60	CCN(CC)C(=O)N1CCN(c2cccc(Cl)c2)CC1	93*	91*	91*	86*	90*	74*
61	COC(=O)C(=O)C(C(=O)C(=O)Nc1ccc([N+](=O)[O-])cc1[N+](=O)[O-])c1nc2ccc([N+](=O)[O-])cc2[nH]c1=O (stereo not drawn)	16	9	36	33	-37	10
62	CC1=C(C(=O)N(C)c2ccc(Cl)c(C(=O)OC(C)C)c2)SCCO1	-6	-51	-28	-12	-12	-20
63	[Cl][Co][Cl].[NH-]CC[N-]CC[N-]CC[NH-]	18&16&28	23&-10&17	47&12&6	25&19&14	32&16&14	6&-6&30
64	CC1=CC(N2C(=O)C(C)=CC2O)NC1=O (stereo not drawn)	1	-5	-3	8	-1	10
65	CCCC(O)c1ccccc1C (stereo not drawn)	-17	14	12	5	1	18
66	CC(C)N(CSc1ccc([N+](=O)[O-])cc1)CSc1ccc([N+](=O)[O-])cc1	-4	6	-1	-5	4	12
67	CCC(C)CCOC(=O)c1ccc(N=Cc2ccc(C=Nc3ccc(C(=O)OCCC(C)CC)cc3)cc2)cc1 (stereo not drawn)	12	3	30	43	30	-20
68	CN1C(=O)N(C)C2(C(=O)N(C)C(=S)N2C)N(C)C1=O	-15	-7	1	48	-9	8
69	Cc1c(N)c(=O)n(-c2ccccc2)n1C	-14	10	19	-3	1	16
70	CC(C)CCOC(=O)C1C(=O)CC(c2ccccc2)C1c1ccccc1 (stereo not drawn)	0	4	6	6	-6	11
71	COc1ccc(N2C(=O)C3c4[nH]c5ccccc5c4C4CC(C)CC(C)C4C3C2=O)cc1 (stereo not drawn)	-25	1	15	41	9	53
72	O=C(Nc1ccc(Cl)c(Cl)c1)Nc1cccc2nsnc12	13	7	26	-2	-3	4
73	CCN(CC)CCNCc1c[nH]c(=S)[nH]c1=O	-1	-1	-9	1	-19	-7
74	O=CNCC1(c2ccccc2)CCN(Cc2ccccc2)CC1	2	-24	8	4	3	-2
75	Cc1ccccc1NC(=O)C(=O)C(C#N)c1ccc(Cl)cc1Cl (stereo not drawn)	-20	6	20	7	25	-19
76	CCCCNc1nc(C#N)c(N)s1	11	-3	9	12	-13	4
77	C=CCNC(=S)N1CC(C)C(=O)Nc2ccccc21 (stereo not drawn)	7	-18	-14	11	-30	-26
78	CC1CN=C(N(Cc2ccccc2)C(=O)Nc2ccc(Cl)c(Cl)c2)S1 (stereo not drawn)	27	28	0	-1	0	-4
79	Oc1ccc(Cl)cc1C1=NC(/N=C\c2ccccc2)=NC(c2ccccc2)C1 (stereo not drawn)	-8	-4	-45	-37	-43	-1
80	COc1ccc2c(c1)NC1(O)c3ccccc3C(=O)C21O (stereo not drawn)	-18	-13	43	-10	-17	-6
81	CCN(CC)c1ccc(C(=C2C=CC(=[N+](CC)CC)C=C2)c2ccccc2)cc1	-63	19	-32	-23	-20	7
82	COc1cc(CC2COC(=O)C2Cc2ccc(O)c(OC)c2)ccc1O (stereo not drawn)	-16	12	6	22	0	-5
83	Nc1c(/C=C/c2cc3ccc(C4=NCCN4)cc3[nH]2)[nH]c2cc(C3=NCCN3)ccc12	90*	89*	90*	86*	89*	89*
84	C=CCNc1nc2c(s1)CCc1cc(OC)c(OC)cc1-2	29	11	62	15	12	30
85	O=C(O)C#Cc1cccc(Cl)c1	-10	-24	-13	-16	-14	-20
86	O=C(c1ccccc1)[n+]1ccc2ccccc2c1	0	-21	-13	-6	-4	-19
87	COc1cc2c(cc1Cc1ccc3c(c1)OCO3)OCO2	-14	-11	-13	0	-4	-8
88	O=C(Cl)c1cc(-c2ccc(Cl)cc2)nc2c(-c3ccccc3)cccc12	-38	9	8	0	-9	-4
89	COc1ccc(Br)c(CN2CCc3ccccc32)c1OS(=O)(=O)c1ccc(C)cc1	4	0	12	5	19	14
90	[Cl][Sn]([O][Sn]([Cl])([c]1ccccc1)[CH]1CCCCC1)([c]1ccccc1)[CH]1CCCCC1 (stereo not drawn)	90*	90*	92*	90*	91*	88*
91	O=C(O)c1c(Cl)ccc(F)c1Cl	-12	1	8	11	4	9
92	Cc1[nH]c2ccc(N)cc2c1C	1	-29	6	13	17	-14
93	S=C(N/N=C/c1ccccn1)Nc1ccc(Cl)cc1	72*	56	79*	80*	84*	56
94	NC(=O)C(C(=O)O)=C1CCCCCC1	-24	-11	-12	-3	-7	-4
95	N=C(N)SCc1cccc2ccc3cccc(CSC(=N)N)c3c12	-3	8	31	3	17	4
96	Cc1ccc2c(c1)C1C(CC2)C2C(=O)OC(=O)C2C2CCc3ccc(C)cc3C21 (stereo not drawn)	0	14	38	10	1	35
97	Clc1ccc(SCCCCSc2ccc(Cl)cc2)cc1	-3	-7	11	11	8	8
